KOR beta-arrestin-1 = kappa opioid receptor activators – cell-based, luminescence, uHTS, primary screen (AID 1777); activation, % at 10 µM; hits with a dose series show EC50 in µM; hit rate 0.02% among 280,000; KOR beta-arrestin recruitment, luminescence; higher % means a stronger effect; in the data active = activation above about 50%, passing the limit was not always enough; also: a part of the inactive calls stands beside numbers as strong as those of hits
HEK293 NOD2/NF-kB = inhibition of NOD2-driven NF-kB reporter – cell-based, luminescence, uHTS, HEK293 (AID 1566); HEK293 NOD2/NF-kB luciferase reporter, luminescence; higher % means a stronger effect; one-dose inhibition, % at 4 µM; EC50 in µM for titrated hits; hit rate 0.63% among 290,000; also: many of its hits are not listed in these tables
NTR1 agonist = NTR1-driven beta-arrestin-GFP spot formation – imaging, U2OS cells, high content, primary screen (AID 493036); P30989; agonist mode; activation, % at 20 µM; hit rate 0.17% among 330,000;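 active = activation at or above 40% of the spot to cytoplasm intensity ratio, with at least 20 cells analyzed; inconclusive = wells under 20 cells, flagged as cytotoxic or low count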;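 also: 0% = DMSO without peptide and 100% = 100 nM NTR1 peptide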
Target sequence (P30989 whole entry, looked up): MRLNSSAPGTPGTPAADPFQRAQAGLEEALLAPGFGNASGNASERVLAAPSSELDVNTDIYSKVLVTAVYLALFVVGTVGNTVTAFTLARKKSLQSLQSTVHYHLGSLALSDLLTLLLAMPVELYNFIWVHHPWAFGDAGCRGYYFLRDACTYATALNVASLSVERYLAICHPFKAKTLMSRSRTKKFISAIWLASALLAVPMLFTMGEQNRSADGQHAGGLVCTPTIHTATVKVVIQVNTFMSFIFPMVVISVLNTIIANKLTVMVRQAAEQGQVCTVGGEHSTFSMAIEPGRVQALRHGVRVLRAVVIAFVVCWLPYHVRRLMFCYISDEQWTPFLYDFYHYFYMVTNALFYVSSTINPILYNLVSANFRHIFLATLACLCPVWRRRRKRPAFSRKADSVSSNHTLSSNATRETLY
NOD1 NF-kB reporter = NOD1 signaling inhibitors, primary screen, cell-based, luminescence, uHTS (AID 1578). inhibition, % at 4 µM, or EC50 in µM where a hit was titrated. NOD1-driven NF-kB luciferase reporter cells, luminescence; higher % means a stronger effect. hit rate 1% among 290,000; in the data active = inhibition mostly above about 36%, no sharp cut-off; inactive = mostly below about 34%;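 also: HEK-293T reporter cells stimulated with the NOD1 agonist gamma-tri-DAP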
Myeloid diff MLP = compounds promoting myeloid differentiation; ER-HoxA9 myeloid progenitors, lysozyme-GFP differentiation, flow cytometry; hit rate 1% among 360,000; calls only at 10 µM;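 active = normalized GFP-positive differentiation at or above the plate's own cutoff, the solvent-only control mean plus 3 SD; inconclusive = no clear call, values can overlap the other calls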;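 also: cells exposed to compound for four days before flow analysis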
KOR beta-arrestin-2 = kappa opioid receptor blockers – cell-based, luminescence, uHTS (AID 1778); one-dose inhibition, % at 10 µM; IC50 in µM for titrated hits; hit rate 0.091% among 290,000; KOR beta-arrestin recruitment, luminescence, antagonist mode; higher % means a stronger effect; also: strong numbers were not always called active
T cell HTS = modulates CD8 T cell binding to vesicles; hit rate 0.068% among 330,000; 2C CD8+ T cell-vesicle binding, flow cytometry; active compounds read low; AID 2052; calls only at 7 µM;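 active = response, share of CD8 T cells binding vesicles, and their 90th percentile fluorescence all below set limits, cut at about 80% in these data, passing the limit was not always enough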
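Material: murine 2C transgenic CD8+ T lymphocytes / Also added: QL9-peptide-loaded Drosophila micro-vesicles bearing Ld, ICAM-1 and B7-1 / Schedule: binding step 1.5 h, 37 °C, antibody labelling 20 min, ice / Signal: flow cytometry, PE anti-B7-1 (FL2) versus Alexa647 anti-CD8 (FL8), PFA-fixed / Evaluation: percent CD8+ FL2 mean versus row control / Benchmarks: naked versus QL9-loaded vesicles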
GPR55 antagonists = inhibition of LPI-stimulated GPR55 beta-arrestin translocation – imaging, U2OS, beta-arrestin-GFP, LPI agonist, primary screen (AID 2013); U2OS GPR55 beta-arrestin-GFP translocation imaging, LPI antagonism; higher % means a stronger effect; hit rate 0.13% among 290,000; one-dose inhibition, % at 10 µM; IC50 in µM for titrated hits;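 active = spots per cell inhibited over 60%, with over 100 cells counted and total cytoplasm intensity under 500,000; inconclusive = wells with under 100 cells, flagged as likely toxic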;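 also: U2OS cells stably carrying GPR55 and arrestin-GFP stimulated by 5 µM LPI near EC80; imaged beta-arrestin-GFP aggregate spots per cell after agonist stimulation; plate controls were LPI-stimulated DMSO wells for no effect and DMSO wells without LPI for full effect; some results filed as inactive read as strong as hits; confirmed hits need IC50 under 10 µM and bright autofluorescent wells are also inconclusive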
GPR55 beta-arrestin = selective activators of receptor GPR55 – imaging, U2OS cells, beta-arrestin-GFP redistribution, primary screen (AID 1961) | U2OS GPR55 beta-arrestin-GFP redistribution imaging; higher % means a stronger effect | one-dose activation, % at 10 µM; EC50 in µM for titrated hits | hit rate 0.048% among 290,000;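 active = activation above 40% with more than 50 cells counted in the well; inconclusive = wells holding fewer than 50 cells, flagged as toxic or sparse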;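 also: U2OS osteosarcoma cells stably expressing GPR55 and beta-arrestin-GFP; plate controls were DMSO negative control for no effect and LPI positive control for full effect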
T cell HTS vesicle-bound % = second read-out of T cell HTS, no call of its own (marks repeat the call); double positive events, %; measured here: CD8+ vesicle-bound cell fraction;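 binding gate set so that unloaded-vesicle control wells show 10% double positive cells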
NTR1 agonist cell count 20 µM = further read-out of NTR1 agonist, marked with its call; cell count; measured here: cell count, cytotoxicity flag
Myeloid diff MLP GFP+ MAC1+ % = further read-out of Myeloid diff MLP, marked with its call; GFP+ MAC1+ double positive, %; measured here: differentiation confirmed by MAC1 staining
Numbers without * were called inactive; i = inactive; u = inconclusive; x = no result given; [ ] = remark or other dose. Rule as the data show it, unless noted: active = inhibition above about 50%; inactive = the rest.

mol	NOD1 NF-kB reporter	Myeloid diff MLP GFP+ MAC1+ %	T cell HTS	Myeloid diff MLP	NTR1 agonist	NTR1 agonist cell count 20 µM	KOR beta-arrestin-1	GPR55 antagonists	KOR beta-arrestin-2	T cell HTS vesicle-bound %	GPR55 beta-arrestin	HEK293 NOD2/NF-kB
Cc1nc2ccccc2n(CC(=O)Nc2cc(Cl)cc(Cl)c2)c1=O	-6.1%	0.0	i	i	0.3	49	-1.2%	14.4%	2.9%	35.8	-0.3%	8.9%
Cc1ccc(S(=O)(=O)CCc2nnc(NC(=O)c3ccco3)s2)cc1	-25.3%	0.4	i	i	1.0	46	-4.0%	7.9%	23.2%	39.1	0.5%	0.9%
CCn1c(CSc2nc3ccccc3[nH]2)nc2cc(C(=O)O)ccc21	0.9%	2.3	i	i	0.8	84	-5.4%	8.2%	8.5%	25.8	0.6%	11.9%
COc1ccc(NS(=O)(=O)c2cc(C(=O)Nc3ccccc3C(=O)O)ccc2C)cc1	26.2%	0.7	i	i	2.8	78	4.1%	-0.5%	-18.8%	31.3	-0.2%	30.2%
O=C(N/N=C/C=C/c1ccccc1)c1ccccn1	-4.7%	0.9	i	i	-0.8	46	3.3%	-7.3%	-20.7%	24.9	0.2%	-46.5%
COc1cc(CNc2ncc(-c3ccc(Cl)cc3)n2C)cc(OC)c1OC	11.3%	0.8	i	i	-1.7	39	-6.9%	9.8%	3.1%[20 µM]	64.7	0.3%	27.1%
O=c1[nH]c2ccccc2cc1-c1noc(-c2cccnc2)n1	-0.3%	0.9	i	i	0.6	85	3.2%	9.3%	-2.1%	49.5	-0.1%	-10.1%
COc1ccccc1Oc1c(C)oc2c(CN3CCOCC3)c(O)ccc2c1=O	3.3%	0.8	i	i	-1.5	55	1.1%	3.0%	x	18.2	-0.1%	-16.1%
Cc1cc2oc(=O)cc(CN3CCCCC3C)c2cc1C(C)C (stereo unspecified)	-43.1%	0.5	i	i	6.7	42	-1.7%	0.7%	-21.2%	30.2	x	-14.6%
COc1cccc(NS(=O)(=O)c2c(C)nc3sccn3c2=O)c1	5.2%	1.0	i	i	-0.5	95	x	-4.5%	12.1%[20 µM]	41.2	0.0%	23.9%
Cc1oc(-c2ccccc2)nc1Cn1cccc1C1=NC(c2ccccc2)CO1 (stereo unspecified)	43.6%	1.1	i	i	4.3	64	7.4%	-4.4%	0.4%	2.9	6.1%	24.2%
Cc1cc(-c2cccc([N+](=O)[O-])c2)nc2ccccc12	-43.1%	0.2	i	i	6.3	43	5.5%	-9.9%	-9.3%	35.3	-0.2%	-0.6%
O=C(CSc1nc(-c2ccccc2)ns1)N1CCOCC1	-21.6%	0.3	i	i	-0.2	72	-3.0%	4.0%	-9.9%	31.7	0.5%	-46.4%
COc1cccc(-c2cc(C(F)(F)F)nc(N3CCC(C)CC3)n2)c1	34.7%	0.5	i	i	2.4	81	-1.8%	-10.6%	0.3%	60.7	-0.1%	19.5%
N#C/C(=C1\CCCN1)c1nc(-c2ccccc2)cs1	-47.1%	1.4	i	i	3.6	58	1.2%	-1.3%	17.8%	20.4	-0.2%	-19.1%
CC1=C(C)CC(C(=O)N2CCN(Cc3ccc4c(c3)OCO4)CC2)C(C(=O)O)C1 (stereo unspecified)	-19.9%	0.1	i	i	-0.3	57	-14.6%	-4.1%	-24.7%[20 µM]	35.3	0.2%	0.0%
Cc1cc(C(=O)Nc2cc(C(C)(C)C)on2)c(C)o1	-9.2%	0.2	i	i	-1.3	43	-5.2%	0.5%	4.0%	32.3	-0.2%	-33.8%
COc1ccc(-n2c(=S)[nH]c(=O)c3cccnc32)cc1	-4.4%	0.6	i	i	-1.1	52	2.3%	-0.8%	-4.7%	44.7	0.0%	-19.3%
CCOC(=O)c1c(/N=C/N(C)C)sc(C)c1C	-37.4%	0.4	i	i	2.2	44	-2.1%	8.7%	3.3%	36.5	0.2%	9.6%
CCc1nc2ccccc2c(C(=O)OCc2nnc(-c3ccccc3)o2)c1C	5.4%	0.7	i	i	-3.0	10	-5.1%	-13.2%	0.4%	36.4	0.1%	5.2%
O=S(=O)(c1cccc2nonc12)N1CCCCCC1	-12.5%	0.8	i	i	-0.3	46	1.8%	0.3%	-35.8%	3.4	-0.3%	8.9%
Cc1ccc(OCCCN2CCOCC2)c([N+](=O)[O-])c1	-21.9%	0.7	i	i	-0.2	72	-4.1%	12.2%	-6.8%	32.2	0.0%	-13.5%
O=C(NC1CCCC1)C1CCN(C(=O)Nc2cccc(Cl)c2)CC1	-12.2%	0.4	i	i	-0.4	50	1.0%	3.9%	-17.5%	37.0	0.3%	-1.4%
COc1cccc(Nc2ncnc3c2cnn3-c2cccc(C)c2)c1	-56.7%	1.7	i	i	2.2	75	3.1%	4.8%	-38.4%	28.3	-0.4%	12.1%
CSc1ccccc1-c1nnc(-c2ccc(Cl)c(Cl)c2)o1	-57.3%	0.4	i	i	1.8	75	-6.6%	4.6%	3.3%	42.0	-0.1%	-48.1%
Cc1cc(Br)ccc1NC(=S)N1CCOCC1	-0.1%	0.3	i	i	-0.2	49	-1.1%	12.9%	11.4%	21.1	-0.2%	9.1%
Cc1cccc(Oc2coc3cc(O)ccc3c2=O)c1	-5.9%	0.5	i	i	1.7	77	-1.1%	9.9%	-30.3%	52.0	0.0%	-22.6%
O=C(Cc1ccccc1)Nc1cccnc1	-14.2%	0.1	i	i	-0.5	103	-2.7%	-14.8%	8.8%	23.6	-0.5%	7.1%
Nc1nncn1C(=O)CCCOc1ccc(Cl)cc1Cl	-12.0%	15.1	i	i	0.2	69	x	13.4%	-0.3%	28.7	-0.1%	12.1%
CCCCCOC(=O)C1=C(C)NC(=O)NC1c1ccc(OC)cc1 (stereo unspecified)	-0.2%	0.5	i	i	0.5	56	-1.4%	-6.1%	20.9%	63.5	-0.2%	18.7%
Cc1ccccc1CSCCNC(=O)Nc1ccccc1	-40.2%	0.4	i	i	-1.3	82	0.0%	-1.0%	27.9%	57.7	0.2%	-8.6%
O=[N+]([O-])c1ccc2nc(C3CCCCC3)[nH]c2c1	-57.6%	1.0	i	i	-0.6	54	4.1%	14.7%	17.0%	15.0	-0.2%	-7.0%
O=C(CCCl)Nc1nc2c(s1)CCc1ccccc1-2	16.5%	x	i	u	8.7	85	-0.2%	-7.2%	-13.5%	20.4	0.0%	-15.7%
Cc1[nH]n(CCC#N)c(=O)c1CC(=O)N1CCN(c2ccccc2)CC1	-10.5%	0.4	i	i	-1.5	27	x	11.9%	7.9%	5.8	0.2%	7.9%
CCc1nc2ccc(C(=O)NCCc3ccco3)cc2nc1CC	-30.3%	0.0	i	i	0.4	57	-4.2%	9.7%	-3.6%	41.5	0.2%	-31.6%
O=C(/C=C/c1ccccc1)NC1CCCc2ccccc21 (stereo unspecified)	16.3%	x	i	x	1.8	41	-4.7%	11.3%	-12.5%	10.9	0.2%	13.6%
CCOC(=O)Cc1cc(=O)[nH]c(/N=C(\N)Nc2ccc(C)cc2C)n1	-9.9%	1.6	i	i	-1.5	83	-4.7%	12.7%	-21.9%	37.9	0.4%	11.0%
CN(C)c1ccc(C(CC(=O)c2ccccc2)C2CCCCC2=O)cc1 (stereo unspecified)	14.7%	0.8	i	i	1.1	44	-0.3%	0.9%	4.7%	14.7	0.0%	13.9%
O=C(CCNS(=O)(=O)c1cccc2nsnc12)N1CCc2ccccc21	-19.5%	0.8	i	i	1.7	50	-3.9%	-12.7%	5.5%	43.8	-0.2%	-4.0%
O=C(CSc1nnc(Cc2ccccc2)n1-c1ccccc1)NNC(=O)Cc1ccccc1	-26.9%	10.2	i	i	-0.7	52	-3.4%	9.3%	-30.5%	7.6	0.2%	19.0%
N#Cc1cc2c(nc1SCC(=O)Nc1sc3c(c1C#N)CCC3)CCCCC2	-17.5%	4.3	i	i	9.3	61	-0.6%	5.6%	4.5%	28.4	0.3%	-15.8%
CCc1ccccc1NC(=S)N1CCC(C(=O)c2ccc(F)cc2)CC1	22.3%	7.3	i	i	0.5	51	0.4%	-4.1%	-20.8%	11.7	0.8%	2.6%
C/C(=N\Nc1nc(C(C)(C)C)cs1)c1ccc(O)cc1	-69.6%	1.2	i	i	0.0	69	-1.4%	-8.3%	3.2%	50.1	-0.2%	-9.5%
O=C(CSc1nccn1Cc1ccco1)Nc1ccc(F)cc1	-14.6%	0.0	i	i	-0.2	70	7.0%	-3.5%	-10.4%	33.0	-0.1%	-7.4%
CC1CN(C(=O)CCC(=O)NCc2ccc(Cl)cc2)c2ccccc2S1 (stereo unspecified)	-15.8%	3.2	i	i	-1.7	61	-6.8%	1.6%	21.7%[20 µM]	9.8	0.5%	1.3%
CC(=O)c1ccc(NC(=O)Nc2sc(NS(=O)(=O)c3ccccc3)nc2C)cc1	-40.7%	0.6	i	i	0.5	32	-1.5%	-8.2%	14.7%[20 µM]	54.7	-0.2%	-32.9%
O=C(O)Cn1cc(C(=S)N2CCOCC2)c2ccccc21	-10.6%	12.3	i	i	-0.3	71	4.2%	0.0%	-15.3%	11.0	0.0%	-5.1%
CCOC(=O)/C(C#N)=C\c1ccc(OCC(=O)Nc2ccc(C)cc2C)c(OC)c1	-19.7%	0.4	i	i	0.6	99	9.5%	13.9%	-52.0%	35.8	0.1%	9.1%
O=C(Nc1ccn(Cc2c(F)c(F)cc(F)c2F)n1)c1ccc(COc2ccc(Cl)cc2Cl)o1	11.1%	6.9	i	i	8.2	55	5.3%	12.4%	1.1%	8.1	0.3%	-31.0%
COc1ccc(OC)c2[nH]c(C(=O)O)cc12	-22.7%	1.7	i	i	0.1	38	-4.2%	-9.6%	-5.0%	19.0	0.9%	-7.1%

Screening data: PubChem BioAssay, several laboratories

These rows are one share of the data (hit frequency here may not be typical).
